From PubChem
CXCR6 block: CXCR6 receptor inhibitors, primary screen, cell-based, beta-arrestin, luminescence, CHO-K1 PathHunter, 1536-well; C-X-C chemokine receptor type 6 (Homo sapiens), O00574; inhibition, % at 20 µM; hit rate 0.36% among 360,000; AID 602244, 2012; in the data active means inhibition above about 34%, passing the limit was not always enough;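 further: antagonist mode with CXCL16 agonist at 10 nM final; 0% = 10 nM CXCL16 with DMSO and 100% = unstimulated wells without agonist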
Target sequence (O00574 whole entry, looked up): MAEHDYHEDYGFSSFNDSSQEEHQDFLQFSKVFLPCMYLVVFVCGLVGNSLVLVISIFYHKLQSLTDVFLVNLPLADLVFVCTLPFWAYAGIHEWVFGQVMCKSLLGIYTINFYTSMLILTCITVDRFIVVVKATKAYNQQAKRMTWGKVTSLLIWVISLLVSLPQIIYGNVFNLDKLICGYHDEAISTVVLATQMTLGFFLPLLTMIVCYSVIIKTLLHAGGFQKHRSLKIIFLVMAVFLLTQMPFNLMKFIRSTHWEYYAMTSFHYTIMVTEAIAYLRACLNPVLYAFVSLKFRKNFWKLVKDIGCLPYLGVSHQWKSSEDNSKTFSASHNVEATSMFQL
Mdm2-MdmX inh: inhibitors of human Mdm2-MdmX association, primary screen, cell-based, luminescence, split luciferase, SaOS-2, uHTS; Protein Mdm4 (Homo sapiens) + E3 ubiquitin-protein ligase Mdm2 (Homo sapiens), …; SaOS-2 split-luciferase Mdm2/MdmX complementation; inhibition, % at 8 µM; hit rate 3% among 330,000;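 active means inhibition of at least 50% at 8 µM in the primary screen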
APJ antagonist: antagonists of human apelin receptor APJ, primary screen, CHO-K1 cells, beta-arrestin complementation, luminescence. hit rate 0.32% among 330,000. inhibition, % at 20 µM;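 active means inhibition above about 40% at 20 µM, limit read from the data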;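 further: cells challenged with 10 nM apelin-13 agonist together with compound; plate controls were apelin-13 plus DMSO wells for no effect and DMSO wells lacking apelin-13 for full effect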
Target sequence (P35414 whole entry, looked up): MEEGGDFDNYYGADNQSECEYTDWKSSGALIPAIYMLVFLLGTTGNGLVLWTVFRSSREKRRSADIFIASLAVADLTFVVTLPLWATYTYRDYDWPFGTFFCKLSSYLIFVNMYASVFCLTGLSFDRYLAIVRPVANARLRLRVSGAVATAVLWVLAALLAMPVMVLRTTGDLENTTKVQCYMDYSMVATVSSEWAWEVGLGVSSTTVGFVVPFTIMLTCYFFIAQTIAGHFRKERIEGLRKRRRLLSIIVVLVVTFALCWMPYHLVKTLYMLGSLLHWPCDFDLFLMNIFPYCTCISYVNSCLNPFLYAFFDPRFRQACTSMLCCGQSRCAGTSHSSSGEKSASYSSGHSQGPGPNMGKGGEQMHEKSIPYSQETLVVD
UPR CHOP act: activators of apoptotic CHOP UPR arm, primary screen, cell-based, CHO-CHOP luciferase reporter, luminescence, uHTS; hit rate 0.34% among 330,000; UPR activation; percent of tunicamycin response over DMSO baseline; activation, % at 10 µM; AID 449763, 2010;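 active means at 10 µM dose, activation of 40% or more, normalized to positive control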;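 further: 100% = tunicamycin at 10 µg/mL and 0% = DMSO alone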
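Assay system: CHO-CHOP cells, stable luciferase reporter of PERK-eIF2a-CHOP signalling / Buffer or medium: F12 plus 10% serum / Compound dosing: one dose, 10 µM in 0.5% DMSO / Times: 6 h compound treatment, 37 °C / Technique: luciferase luminescence / Read-out: % reporter activation, DMSO baseline versus tunicamycin full activation / Benchmarks: tunicamycin and DMSO controls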
tim10-1 inh: growth inhibitors of tim10-1 mutant yeast, primary screen, luminescence, uHTS; S. cerevisiae tim10-1 ts strain growth, BacTiter-Glo, 24 h; inhibition, % at 20 µM; hit rate 2.2% among 330,000; AID 463190, 2010;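 active means inhibition of at least 40%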;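 further: mutant grown at 25 °C; 0% = DMSO wells with yeast and 100% = wells holding no yeast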
UPR XBP1 act: activators of adaptive XBP1 UPR arm, primary screen, cell-based, CHO-XBP1 luciferase reporter, luminescence, uHTS. IRE1-XBP1 UPR activation; percent of tunicamycin response, DMSO as zero. activation, % at 20 µM. hit rate 0.33% among 330,000;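 active means versus positive control, 20 µM dose yields 30% or more activation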;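 further: 100% = tunicamycin at 10 µg/mL and 0% = DMSO only wells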
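Test system: CHO-XBP1 luciferase reporter cells | Buffer or medium: Serum-containing F12 medium, 10% FBS | Schedule: 6 h compound exposure at 37 °C, 5% CO2 | Detection: Steady-Glo luciferase glow luminescence, 10 min after reagent addition | Read-out basis: Activation, % of tunicamycin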
tim23-1 inh: growth inhibitors of tim23-1 mutant yeast, primary screen, luminescence, uHTS; inhibition, % at 20 µM; S. cerevisiae tim23-1 growth, BacTiter-Glo luminescence, 24 h; AID 463212, 2010; hit rate 1.3% among 330,000;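 active means growth inhibition of the mutant yeast at or above 50%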;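 further: temperature-sensitive mutant grown at 25 °C; plate controls were DMSO-treated mutant yeast for no effect and medium wells lacking yeast for full effect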
APJ agonist: agonists of human apelin receptor APJ, primary screen, CHO-K1 cells, PathHunter beta-arrestin, luminescence; P35414; 0% DMSO wells, 100% apelin; activation, % at 20 µM; hit rate 0.11% among 330,000; AID 2520, 2010;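 active means activation more than six SD over the plate average, tested at 20 µM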;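 further: 0% = DMSO alone and 100% = apelin-13 at 10 nM; some results filed as inactive read as strong as hits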
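Material: engineered CHO-K1 APJ arrestin reporter cells; amount: 1000 CHO-K1 reporter cells seeded per well; incubation: compound stimulation 90 min at 25 °C, detection 60 min; signal: luminescent beta-gal fragment complementation, chemiluminescent substrate; read-out basis: APJ agonist activity; controls: DMSO-only wells as negative, 10 nM Apelin-13 as positive control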
TIM10 inh: growth inhibitors of isogenic TIM10 control yeast, primary screen, counter-screen for tim10-1 yeast inhibitor project, luminescence, uHTS; inhibition, % at 10 µM; hit rate 1.4% among 330,000; S. cerevisiae TIM10 strain growth, BacTiter-Glo luminescence, 24 h;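 active means inhibition of 40% or more at the single tested concentration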;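 further: wild-type TIM10 isogenic control strain grown at permissive 25 °C; 0% = DMSO yeast wells and 100% = minimal medium wells without yeast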
Numbers without * were called inactive.

Sample of the layout (three entries):
SMILES	CXCR6 block	Mdm2-MdmX inh	APJ antagonist	UPR CHOP act	tim10-1 inh	UPR XBP1 act	tim23-1 inh	APJ agonist	TIM10 inh
COc1ccc2[nH]c3c(c2c1)CCN1C(=O)N([C@@H](C)C(=O)NC2CCCC2)C(=O)[C@]31C	3	-14	-7	2.0	6	-2	18	-3	8
FC(F)(F)c1cc(-c2ccco2)nc(N2CCN(c3ccccc3)CC2)n1	-2	-30	18	-0.6	3	0	13	-2	-14
CC(=O)C[C@H]1c2ccccc2S(=O)(=O)N1c1ccccc1	4	1	15	0.7	-5	-4	-3	-3	-15

Results, repeating the preview:
SMILES	CXCR6 block	Mdm2-MdmX inh	APJ antagonist	UPR CHOP act	tim10-1 inh	UPR XBP1 act	tim23-1 inh	APJ agonist	TIM10 inh
COc1ccc2[nH]c3c(c2c1)CCN1C(=O)N([C@@H](C)C(=O)NC2CCCC2)C(=O)[C@]31C	3	-14	-7	2.0	6	-2	18	-3	8
FC(F)(F)c1cc(-c2ccco2)nc(N2CCN(c3ccccc3)CC2)n1	-2	-30	18	-0.6	3	0	13	-2	-14
CC(=O)C[C@H]1c2ccccc2S(=O)(=O)N1c1ccccc1	4	1	15	0.7	-5	-4	-3	-3	-15
COc1ccc(CN2CCOCCOCCOCCOCC2)cc1	1	6	13	-1.2	2	-1	5	1	10
O=c1c(-c2cccc(Cl)c2)c[nH]n1-c1ccccc1	-4	-14	13	3.1	23	-4	21	-4	-1
CC(=O)c1c(C)[nH]c(C(=O)Nc2ccc(Cl)c(S(=O)(=O)N3CCOCC3)c2)c1C	-9	59*	3	0.9	14	-1	11	0	-9
Cc1ccc(N(CCC#N)C(=O)COC(=O)c2ccccc2SCC(=O)N2CCCC2)cc1	2	12	-47	-0.1	-17	-3	-3	0	-33
CCOc1ccc(CN(C)C(=O)CCc2ccc(S(=O)(=O)N3CCCCCC3)cc2)cc1	-3	9	10	-0.3	4	-5	20	-4	7
Cc1csc(NC(=O)CSc2nc3sc(C)c(C)c3c(=O)[nH]2)n1	1	-21	19	-0.3	25	-2	22	-1	7
COc1ccc(N(CC(=O)N2CCOCC2)S(=O)(=O)c2ccccc2)cc1Cl	7	36	-19	1.1	12	0	22	10	9
Cc1c(Cl)ccc2c1NC(=O)[C@]21N[C@@H](CCC(N)=O)[C@H]2C(=O)N(c3ccc(F)cc3)C(=O)[C@H]21	-1	12	15	-1.3	11	-1	16	0	0
O=C(O)C(c1ccccc1)N1CCCC1 (stereo not drawn)	4	13	-13	-1.1	12	-1	11	6	-6
CS(=O)(=O)N(Cc1ccc(Cl)cc1)c1ccc(C(=O)NCCSCc2ccco2)cc1	-4	31	-12	2.2	8	-3	3	-2	3
Clc1ncccc1-c1nc2ccccc2n1Cc1ccccc1	1	-14	22	0.6	34	0	5	-4	-9
Cc1cc2c(cc1S(N)(=O)=O)S(=O)(=O)CCC2	7	3	-2	-1.7	3	-5	5	-2	4
NC(=O)c1ccc(OCC(=O)N2CCNC2=O)cc1	4	3	8	0.6	9	0	13	-1	-8
Cc1cc(=O)oc2cc(OC(C)C(=O)N3CCCc4ccccc43)ccc12 (stereo not drawn)	-2	6	12	1.9	28	-1	34	-1	4
CCOC(=O)Cc1c(C)nc2c(-c3ccc(Cl)cc3)c[nH]n2c1=O	14	48	13	-4.0	2	-2	8	-3	1
COc1ccc(-c2c(C(C)=O)c(C)nc3sc4c(=O)[nH]nnc4c23)cc1	3	7	2	-0.4	-2	1	14	5	16
COC(=O)c1ccc(COC(=O)C(NC(=O)Cc2ccccc2)C(C)C)cc1 (stereo not drawn)	9	-10	10	0.8	17	1	22	-4	11
Nc1ccccc1C(O)(Cc1ccccc1)c1ccccc1 (stereo not drawn)	2	1	-2	-3.7	38	5	36	-1	22
O=C(N/N=C/c1ccncc1)c1cccc(NC(=O)c2ccc(Cl)cc2)c1	4	-11	-9	0.4	14	-1	12	2	9
COc1ccc(CNC(=O)C2(CC(=O)NC(C)(C)C)CCCC2)cc1	-4	7	-9	0.3	10	1	5	-1	0
CCC(=O)N1CCc2cc(Br)cc(S(=O)(=O)N3CCC(C(=O)NC(C)(C)C)CC3)c21	1	1	11	1.4	14	-1	4	-2	12
C/C(=N\OCC(=O)N/N=C/c1ccccc1)c1cccs1	6	5	7	-2.2	15	-3	32	-2	28
O=C(CSCc1cccc(Br)c1)N/N=C/c1ccc2c(c1)OCO2	-3	29	10	0.1	43*	-1	37	1	14
CN(CC(=O)Nc1ccc(Cl)cc1)C(=O)CCc1ccccc1	2	14	-2	-0.6	-10	-2	-5	-4	-5
Cc1ccc(S(=O)(=O)NC(=O)CSc2nc3ccccc3s2)cc1	-8	-24	14	-2.6	5	-1	-2	-6	5
C=CCNC(C(=O)Nc1cccc(OC)c1)c1ccccc1 (stereo not drawn)	-1	-21	-4	0.5	0	-1	4	1	1
Nc1ccccc1-c1nc2ccccc2[nH]1	-4	-7	-5	4.1	6	7	23	-2	40
CCOc1ccc(-n2c(-c3ccc(Br)cc3)c[n+]3c2CCCCC3)cc1	4	16	23	-0.7	-11	-3	-3	-2	-27
Cc1cc(C)nc(N2N=C(C(C)(C)C)CC2=O)n1	-3	19	0	-0.4	19	0	-7	-1	7
NC(=O)c1nsc(C(=O)N(Cc2ccc(F)cc2)C(C(=O)NC2CCCC2)c2ccco2)c1N (stereo not drawn)	-1	4	0	3.7	29	-1	22	1	-4
Cn1ccc(NC(=O)Nc2ccc(Cl)cc2Cl)n1	-14	-64	17	6.0	25	2	37	0	18
Cc1nc(NC(=O)COC(=O)CCS(=O)(=O)c2ccccc2Cl)c(Cl)cc1Cl	-2	0	-10	-2.0	22	2	21	-4	10
O=C(CN(C(=O)CNS(=O)(=O)c1ccccc1)c1ccc(F)cc1)NCc1ccco1	-8	15	12	-0.1	-9	0	-5	-4	14
Cc1ccc(NC(=O)CSc2nncs2)cc1Cl	4	-1	-58	-0.3	-3	3	3	-3	2
Cn1c(-c2cccc3ccccc23)n[nH]c1=S	-26	10	13	2.0	20	0	11	-1	7
O=C(Nc1nc2nc(-c3ccccc3)cc(=O)n2[nH]1)c1ccccc1	3	15	4	0.0	5	-2	8	-2	-3
Cc1ccc(C)c(C(C)NC(=O)C2CCCC2)c1 (stereo not drawn)	3	17	-7	-1.5	18	-4	2	-2	6
CN(C)S(=O)(=O)c1ccc(Cl)c(NC(=O)c2ccncc2)c1	-12	-13	-16	-0.9	9	-2	12	-2	14
CCC1=C(OC(=O)N(CC)CC)N2C(=O)OC(=NCC3CC3)[C@]2(C)[C@H]2C1=CC[C@H]1C(=O)NC(=O)[C@H]12	8	25	0	0.3	10	-1	6	-2	3
COc1cccc(CNC(=O)CSc2nc3ccc(C)cc3[nH]2)c1	15	-19	-15	0.1	23	-2	13	2	0
Cc1ccc(S(=O)(=O)c2cc(Nc3ccccc3)ccc2O)cc1	-14	19	-40	-1.4	30	-1	40	14	35
O=C(c1ccc(C(F)(F)F)cc1)N1CCC(=O)N(C(COCc2ccccc2)Cc2ccccc2)CC1 (stereo not drawn)	1	23	19	0.4	29	-5	0	6	2
COc1cc(NC(=S)N2CCC(C(O)(c3ccccc3)c3ccccc3)CC2)cc(OC)c1	7	6	17	-0.3	26	-1	15	-3	16
C=CCSc1nc2sc3c(c2c(=O)n1CC)CCC3	12	22	5	0.2	6	0	22	-2	-11
O=C1CCC(=O)N1c1nc2n(n1)C(c1ccccc1)C=C(c1ccc(Br)cc1)N2 (stereo not drawn)	11	1	1	-0.4	21	-1	-6	-2	-4
COc1ccccc1N(C(=O)c1snc(C(N)=O)c1N)C(C(=O)NC1CCCC1)c1ccc2ncccc2c1 (stereo not drawn)	0	12	14	2.0	1	-5	17	-4	12
O=C(NCc1ccncc1)c1cc2ccccc2nc1Cl	4	0	-11	1.2	-11	-3	-7	0	-12
CCCc1cc(=O)[nH]c(SCC(=O)Nc2cccc(S(=O)(=O)N3CCOCC3)c2)n1	2	-3	10	-1.3	0	0	0	0	6
CCOC(=O)c1nn(-c2cccc(OC)c2)c2nc(Nc3ccccc3)cc(=O)n12	-6	-7	-2	3.5	19	2	24	-2	25
CC1CCN(C(=O)c2ccc(-c3ccccc3Cl)o2)CC1	5	-205	22	4.4	28	0	40	-2	12
O=C(Nc1ccc2c(c1)OCCO2)c1ccc(Cl)c(Cl)c1	4	-155	-4	5.2	13	-4	15	3	-9
Cc1ccccc1NC(=O)c1ccc(-c2ccc(Cl)cc2Cl)o1	-1	27	-12	1.5	38	2	32	0	16
Cc1cc2ncn(-c3ncccc3[N+](=O)[O-])c2cc1C	1	5	-1	0.2	14	6	24	3	10
CC(=O)Nc1cccc(NC(=O)CSc2ccc(-c3ccco3)nn2)c1	-9	7	-45	2.4	8	-1	21	16	16
CCCCOc1ccc(NS(=O)(=O)c2ccc(-n3cnnn3)cc2)cc1	-9	-3	-25	-1.6	4	-3	6	1	-3
COc1ccccc1C(=O)NCC(=O)OCC(=O)Nc1cccc(S(=O)(=O)N2CCCCCC2)c1	4	20	22	-2.4	1	-2	0	-2	-5
CCN(c1ccc(F)cc1)S(=O)(=O)c1ccc2[nH]cc(C(=O)NCCCN3CCOCC3)c(=O)c2c1	-4	11	-1	1.2	13	-5	10	1	1

Remaining list, next part
SMILES	CXCR6 block	Mdm2-MdmX inh	APJ antagonist	UPR CHOP act	tim10-1 inh	UPR XBP1 act	tim23-1 inh	APJ agonist	TIM10 inh
CCOc1ccc(C2c3[nH]c4ccccc4c3CCN2Cc2cn(CC)nc2C)cc1 (stereo not drawn)	4	12	5	-0.5	2	3	-44	-1	8
O=C(CC1Oc2ccccc2NC1=O)NCCCN1CCOCC1 (stereo not drawn)	-7	28	12	-0.1	8	-1	-12	-2	4
Cc1cc(NC(=O)c2cc(-c3ccccc3)on2)n(-c2ccccc2)n1	-3	-10	-14	-0.6	-3	0	-5	-7	-9
Cc1ccc2c(c1)N(CCCC(=O)NCCCN1CCCC1=O)C(=O)CO2	5	-1	13	1.6	6	-3	-1	-2	-11
Cc1c(NC2(C#N)CCCC2)c(=O)n(-c2ccccc2)n1C	-6	-12	-8	-0.2	3	3	2	0	-8
CCOC(=O)N1CCN(S(=O)(=O)c2cc(OCC)ccc2OCC)CC1	2	-19	20	0.4	33	0	16	0	11
Cc1ccc(-c2nnc(CCC(=O)NCc3csc(C)n3)o2)s1	2	-10	-1	3.1	12	1	-5	1	-2
COc1cc2c(cc1OC)CN(CC(=O)NC(=O)NC(C)(C)C)CC2	-1	-3	-9	0.1	14	-2	5	1	-5
COc1cc(F)c(S(=O)(=O)N2CCOc3ccccc32)cc1OC	6	13	3	-0.7	18	1	33	-4	13

Only part of the results is shown; count on the stated rates, not on these rows.
